Bioassay records from PubChem.
PAX8 inh HTS – PAX8 transcriptional activity inhibition | RMG-I TPO-luciferase reporter, SteadyGlo, 24 h | inhibition, % at 12.6 µM | hit rate 1.2% among 360,000 | AID 652154;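 active means mean replicate inhibition at least 60% with every replicate also reaching 60%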;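 further: luciferase light reporting Pax8 driven TPO promoter activity; plate controls were median of neutral control wells for no effect and mitoxantrone controls for full effect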
PglD DTNB – inhibitors of Campylobacter jejuni PglD acetyltransferase; purified PglD enzyme, DTNB colorimetric CoA detection; inhibition, % at 12.5 µM; hit rate 0.098% among 360,000; in the data active means inhibition above about 16%, passing the limit was not always enough; further: strong numbers were not always called active
Cneo AK release – Cryptococcus neoformans lysis via adenylate kinase release. hit rate 0.2% among 360,000. C. neoformans lysis, adenylate kinase release luminescence, 4 h; normalised: neutral wells 0, clomiphene wells 100. lysis activity, % at 15 µM. AID 651654;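 active means mean lysis activity across replicates of at least 80%, whatever share of replicates individually reach that level; inactive means mean lysis activity below 80%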
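Assay system: Cryptococcus neoformans yeast cells / Dosing: single-point compound dose / Timing: 4 h at 37 °C static, read 1 h later / Measured by: luminescence of released adenylate kinase using an AK detection reagent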
C2C12 statin – protects C2C12 myotubes from simvastatin toxicity; ATP luminescence, 48 h; scaled: DMSO 0, geranylgeraniol control 100; rescue of ATP level, % at 7.49 µM; hit rate 0.78% among 330,000; AID 602340;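 active means mean ATP rescue above about 67%, or every replicate alone reaching that limit, limit read from the data, passing the limit was not always enough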;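 further: myotubes were challenged with 10 µM simvastatin during compound exposure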
PGC1a acetyl inh – modulators of PGC1a acetylation; hit rate 0.17% among 350,000; inhibition, % at 15.6 µM; U2OS PGC1a acetylation, AlphaScreen anti-acetyl-lysine; with virally co-expressed GCN5 acetyltransferase;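 active means every replicate shows inhibition of at least 40%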;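 further: 0% = neutral control wells and 100% = positive control wells; some results beyond the cut were filed as inactive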
LGR2 inh – blocks bursicon-induced cAMP signaling via Drosophila LGR2. HEK293 LGR2, CRE-luciferase, bursicon-stimulated, 4 h. inhibition, % at 9.99 µM. hit rate 0.35% among 380,000. AID 720647;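 active means drop in luminescence signal, shown as inhibition above about 50% in the replicate tests, limit read from the data, passing the limit was not always enough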;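 further: agonist challenge used bursicon conditioned medium at about half maximal strength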
ARNT-TACC3 inh – disrupts binding between human ARNT and TACC3 | AlphaScreen His-ARNT PAS-B/GST-TACC3 binding, luminescence; TACC3 fragment carries E629A point mutation | inhibition, % at 9.99 µM | hit rate 0.66% among 390,000;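 active means mean inhibition of replicates at least 50% and at least half of replicates each reaching 50%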;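 further: 0% = complete ARNT plus TACC3 wells and 100% = ARNT alone without TACC3; many hits fall short of the cut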
INS-1E GSIS act – GLuc luminescence reporter in INS-1E cells, primary screen for activators of glucose-dependent secretion of insulin; INS-1E GLuc reporter insulin secretion, 2-3 h; activation, % at 16.6 µM; hit rate 0.61% among 370,000; AID 743287;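 active means lowest replicate activation of at least 40%, so every replicate reaches that level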;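 further: 0% = median of neutral control wells and 100% = median of IBMX positive control wells; some compounds called inactive have numbers as strong as hits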
The depositor's hits bear a star; & = joins results of further samples; ! = not active in a repeat. Only part of the results is shown, so the mix of outcomes need not match the whole.

What do the screens show for `O=C(O)C1CC2(Cl)C(Cl)=C(Cl)C1(Cl)C2(Cl)Cl` (configuration not stated)?
PAX8 inh HTS: -4; PglD DTNB: -2; Cneo AK release: 0; C2C12 statin: 8; PGC1a acetyl inh: -3; LGR2 inh: 0; ARNT-TACC3 inh: -3

Results for CCCCn1nnnc1C(CCc1ccccc1)N1CCC2(CC1)C(=O)NCN2c1ccccc1 (configuration not stated) ?
PAX8 inh HTS: -12; PglD DTNB: 2; Cneo AK release: -13; C2C12 statin: -10; PGC1a acetyl inh: -24; LGR2 inh: 28; INS-1E GSIS act: -10

How did Cc1ccsc1C(=O)C1CCCN(Cc2cnn(C)c2)C1 (configuration not stated) do in these assays?
PAX8 inh HTS: 7; LGR2 inh: 28; ARNT-TACC3 inh: 1; INS-1E GSIS act: 4

What do the screens show for `Cc1[nH]c2ccccc2c1CCNCc1ccco1`?
PAX8 inh HTS: 7; PglD DTNB: 1; Cneo AK release: -7; C2C12 statin: -1; PGC1a acetyl inh: 9; LGR2 inh: 9; ARNT-TACC3 inh: 4; INS-1E GSIS act: -19

Results for CCN1C(=O)c2ccccc2Sc2ccc(C(=O)N3CCC4(CC3)OCCO4)cc21 ?
PglD DTNB: -2; Cneo AK release: -2; C2C12 statin: -4; PGC1a acetyl inh: 7; LGR2 inh: 3; ARNT-TACC3 inh: 1; INS-1E GSIS act: -13

How did CN1CC(C(=O)c2ccc(F)cc2)C(c2c(F)cccc2Cl)C1 (configuration not stated) do in these assays?
PAX8 inh HTS: 0; PGC1a acetyl inh: -5; LGR2 inh: 0; ARNT-TACC3 inh: 1; INS-1E GSIS act: 4

What do the screens show for `Fc1ccccc1CCNCc1ccccc1`?
PAX8 inh HTS: 2; PglD DTNB: 4; Cneo AK release: -2; LGR2 inh: -15; ARNT-TACC3 inh: 26; INS-1E GSIS act: 8

Results for Cc1cc2c(C(C)C)c(O)c(O)c(C=O)c2c(O)c1-c1c(C)cc2c(C(C)C)c(O)c(O)c(C=O)c2c1O ?
PAX8 inh HTS: 104*; PglD DTNB: -5; Cneo AK release: 0; C2C12 statin: 7; PGC1a acetyl inh: 0; LGR2 inh: 38

Results for COC(=O)C1C(C(=O)O)C2(Cl)C(Cl)=C(Cl)C1(Cl)C2(Cl)Cl (configuration not stated) ?
PglD DTNB: 2; Cneo AK release: -1; C2C12 statin: -15; PGC1a acetyl inh: 4; LGR2 inh: -7; ARNT-TACC3 inh: 14; INS-1E GSIS act: 2

How did COc1ccc(OC)c(N2C(=O)CC(=O)NC2=O)c1 do in these assays?
PAX8 inh HTS: -22; PglD DTNB: 5; Cneo AK release: 3; C2C12 statin: -3; PGC1a acetyl inh: 28; LGR2 inh: -7; ARNT-TACC3 inh: 17; INS-1E GSIS act: -1

Results for O=C(O)C(Br)CBr (configuration not stated) ?
PglD DTNB: -4; Cneo AK release: 0; C2C12 statin: 6; PGC1a acetyl inh: 1; LGR2 inh: 11; INS-1E GSIS act: 17

Results for C[C@H]1CN([C@@H](C)CO)C(=O)CCCn2nncc2CO[C@H]1CN(C)C(=O)Oc1cccc2ccccc12 ?
PAX8 inh HTS: -11&9; PglD DTNB: 3&1&0; Cneo AK release: 82*!; C2C12 statin: 10&28&17; PGC1a acetyl inh: -2&-3&-4; LGR2 inh: 9&13; ARNT-TACC3 inh: 1; INS-1E GSIS act: -5&10

Results for COC(=O)C1=C(c2ccc(C(C)=O)cc2)C[C@@H]2CC[C@H]1N2C ?
PAX8 inh HTS: -3; PglD DTNB: 2; Cneo AK release: 4; C2C12 statin: 14; PGC1a acetyl inh: 9; LGR2 inh: 5; ARNT-TACC3 inh: 1; INS-1E GSIS act: 2

What do the screens show for `CN1[C@H](CO)[C@H]2c3ccccc3NC[C@H]21`?
PAX8 inh HTS: -6; PglD DTNB: -1; Cneo AK release: 1; C2C12 statin: 7; PGC1a acetyl inh: 10; LGR2 inh: -13; ARNT-TACC3 inh: -2; INS-1E GSIS act: -1

Results for CCC(C)NC(=O)c1c(N)n(CCCOC)c2nc3ccccc3nc12 (configuration not stated) ?
PglD DTNB: 5; Cneo AK release: 3; C2C12 statin: 2; PGC1a acetyl inh: -18; ARNT-TACC3 inh: -27

Random excerpt: 2 records from the list
How did Cc1ccsc1C(=O)C1CCCN(Cc2cnn(C)c2)C1 (configuration not stated) do in these assays?
PAX8 inh HTS: 7; LGR2 inh: 28; ARNT-TACC3 inh: 1; INS-1E GSIS act: 4

What do the screens show for `Cc1[nH]c2ccccc2c1CCNCc1ccco1`?
PAX8 inh HTS: 7; PglD DTNB: 1; Cneo AK release: -7; C2C12 statin: -1; PGC1a acetyl inh: 9; LGR2 inh: 9; ARNT-TACC3 inh: 4; INS-1E GSIS act: -19

Next part:
How did CC1=NNC(=O)C1Br (configuration not stated) do in these assays?
PAX8 inh HTS: 17; LGR2 inh: 7; ARNT-TACC3 inh: 0; INS-1E GSIS act: 2

What do the screens show for `Cc1ccc(CN2CCCC(C(=O)c3ccc4c(c3)OCO4)C2)cc1C` (configuration not stated)?
PAX8 inh HTS: 6; PglD DTNB: 1; Cneo AK release: -1; C2C12 statin: 1; PGC1a acetyl inh: 1; LGR2 inh: 3; ARNT-TACC3 inh: 0; INS-1E GSIS act: -8

Results for COc1cc2ccc(=O)oc2c2ccoc12 ?
PAX8 inh HTS: -9; PglD DTNB: -1; Cneo AK release: 1; C2C12 statin: 6; LGR2 inh: -21; ARNT-TACC3 inh: 0; INS-1E GSIS act: 15

How did CCC(=NCCCO)c1c(O)n(-c2ccc(OC)cc2)c(=O)[nH]c1=O do in these assays?
Cneo AK release: 4; C2C12 statin: -2; PGC1a acetyl inh: 4; ARNT-TACC3 inh: 3

What do the screens show for `CC1=C(C(=O)O)N2C(=O)[C@@H](NC(=O)CCCC(=O)O)[C@H]2SC1`?
PglD DTNB: -1; Cneo AK release: -1; C2C12 statin: -13; PGC1a acetyl inh: 4; LGR2 inh: -2; ARNT-TACC3 inh: -15; INS-1E GSIS act: -5

Results for COC(=O)C1=C(c2ccc3ccccc3c2)C[C@@H]2CC[C@H]1N2C(=O)NC1CC1 ?
PAX8 inh HTS: 1; PglD DTNB: 5; Cneo AK release: 2; C2C12 statin: -8; PGC1a acetyl inh: 19; LGR2 inh: -5; ARNT-TACC3 inh: -4; INS-1E GSIS act: 17

What do the screens show for `Cc1ccc2c(c1)C1CN(C)CCC1N2C(=O)Cn1nnc(-c2ccccc2F)n1` (configuration not stated)?
PAX8 inh HTS: 14; PglD DTNB: 11; Cneo AK release: -1; C2C12 statin: -1; PGC1a acetyl inh: 0; LGR2 inh: -10; ARNT-TACC3 inh: 1; INS-1E GSIS act: -20

What do the screens show for `O=C(NCC1=C(c2cccc3ccccc23)C[C@@H]2CC[C@H]1N2Cc1ccco1)c1cccnc1`?
PAX8 inh HTS: 0; PglD DTNB: 4; Cneo AK release: 0; C2C12 statin: 1; PGC1a acetyl inh: -5; LGR2 inh: -16; INS-1E GSIS act: -13

How did N=Cc1c(O)n(-c2ccc(C34CC5CC(CC(C5)C3)C4)cc2)c(=O)[nH]c1=O do in these assays?
PAX8 inh HTS: 1; LGR2 inh: 8; ARNT-TACC3 inh: -3; INS-1E GSIS act: -20

What do the screens show for `O=C1CCCC2=C1C(c1cccnc1)Nc1ccccc1N2` (configuration not stated)?
PAX8 inh HTS: -18; PglD DTNB: 0; Cneo AK release: 4; C2C12 statin: -1; PGC1a acetyl inh: 4; ARNT-TACC3 inh: -3

What do the screens show for `Cc1ccccc1C(=O)N1CC1C` (configuration not stated)?
PAX8 inh HTS: 11; PglD DTNB: 2; Cneo AK release: 7; C2C12 statin: -9; PGC1a acetyl inh: 3; ARNT-TACC3 inh: -9

What do the screens show for `CC(=O)OC[C@]12CCC(C)=C[C@H]1O[C@@H]1[C@H](O)[C@@H](OC(C)=O)[C@@]2(C)[C@]12CO2`?
PglD DTNB: 2; Cneo AK release: -1; C2C12 statin: 27; PGC1a acetyl inh: 86*; LGR2 inh: 104*; ARNT-TACC3 inh: 10; INS-1E GSIS act: -8

How did CCCCOC(=O)C1=C(N)OC2=C(C(=O)CCC2)[C@]12C(=O)Nc1ccccc12 do in these assays?
PglD DTNB: 4; Cneo AK release: -3; C2C12 statin: 8; ARNT-TACC3 inh: -8

Results for COC(=O)[C@@H]1[C@@H](CO)[C@@H]2Cn3c(ccc(C4=CCCCC4)c3=O)[C@H]1N2CC1CCCC1 ?
PglD DTNB: 1; Cneo AK release: -7; C2C12 statin: 6; LGR2 inh: -5; ARNT-TACC3 inh: 10; INS-1E GSIS act: -18

What do the screens show for `CC(Cc1ccccc1)NC(=O)CN1CCCC1=O` (configuration not stated)?
PAX8 inh HTS: 3; PglD DTNB: 2; Cneo AK release: 0; C2C12 statin: -5; LGR2 inh: 4; INS-1E GSIS act: -3

What do the screens show for `NCCc1c[nH]c2ccc(O)cc12`?
PAX8 inh HTS: 11; PglD DTNB: -1; Cneo AK release: 0; C2C12 statin: 6; LGR2 inh: 1; ARNT-TACC3 inh: 3; INS-1E GSIS act: 4

What do the screens show for `COc1ccc(C(=O)C2CCCN(CCc3ccccc3)C2)cc1OC` (configuration not stated)?
PAX8 inh HTS: 18; PglD DTNB: -2&7; Cneo AK release: 1; C2C12 statin: 17; PGC1a acetyl inh: -1; LGR2 inh: -17; ARNT-TACC3 inh: 4; INS-1E GSIS act: 2

Results for CC1(c2ccc(Cl)cc2Cl)OCC(Cn2cncn2)O1 (configuration not stated) ?
PAX8 inh HTS: 11; PGC1a acetyl inh: 7; ARNT-TACC3 inh: 1; INS-1E GSIS act: 9

What do the screens show for `COC(=O)C1=CO[C@@H](C)[C@@H]2CN3CC[C@]4(C(=O)Nc5ccccc54)[C@@H]3C[C@H]12`?
PAX8 inh HTS: -12; PglD DTNB: -3; Cneo AK release: -1; PGC1a acetyl inh: -1; LGR2 inh: 6; ARNT-TACC3 inh: -10; INS-1E GSIS act: -5

What do the screens show for `CN1CC(C#N)C2(O)c3ccccc3CCC2C1` (configuration not stated)?
PAX8 inh HTS: -5; PglD DTNB: 8; Cneo AK release: 1; C2C12 statin: 18; PGC1a acetyl inh: 17; LGR2 inh: -16; ARNT-TACC3 inh: 0; INS-1E GSIS act: -4

Results for Cc1cc2ccccc2c(=O)n1CC(=O)NCC(=O)N1CCC2(CC1)OCCO2 ?
PAX8 inh HTS: 5; PGC1a acetyl inh: 6; LGR2 inh: -12; ARNT-TACC3 inh: -3; INS-1E GSIS act: -4

How did Cc1ccccc1N1C(=O)CC(=O)N(c2ccccc2C)C1=O do in these assays?
PAX8 inh HTS: -3; LGR2 inh: -7; ARNT-TACC3 inh: 0; INS-1E GSIS act: -4

How did CCn1c(O)c(/C=N/N2CCOCC2)c(=O)n(CC)c1=S do in these assays?
PAX8 inh HTS: 12; LGR2 inh: 3; ARNT-TACC3 inh: -2; INS-1E GSIS act: 5

What do the screens show for `Cc1c(C(=O)O)cccc1-n1c(C)cc(/C=C2\C(=O)NC(=O)N(c3ccc4c(c3)OCO4)C2=O)c1C`?
PAX8 inh HTS: -4; C2C12 statin: 2; PGC1a acetyl inh: 5; LGR2 inh: -1; ARNT-TACC3 inh: -7; INS-1E GSIS act: -9

How did COC(=O)C1=C(c2ccc(F)cc2F)C[C@@H]2CC[C@H]1N2C(=O)NCCCOC(C)C do in these assays?
PAX8 inh HTS: 5; PglD DTNB: -3; Cneo AK release: -5; C2C12 statin: 4; PGC1a acetyl inh: 0; LGR2 inh: 1; ARNT-TACC3 inh: -20; INS-1E GSIS act: 6

What do the screens show for `O=C(/C=C/C=C/c1ccccc1)CC1(O)C(=O)Nc2ccccc21` (configuration not stated)?
PAX8 inh HTS: 13; PGC1a acetyl inh: 3; LGR2 inh: -6; ARNT-TACC3 inh: 3; INS-1E GSIS act: -17

Results for COc1ccc2c(c1)C13CCCC[C@@H]1C(C2)N(C)CC3 (some centres not stated) ?
PAX8 inh HTS: -7; PglD DTNB: -1; Cneo AK release: -3; C2C12 statin: -4; PGC1a acetyl inh: -13; LGR2 inh: 2; ARNT-TACC3 inh: -4
